Screening data as filed in PubChem.
S100A4 MyoIIA: blocks human S100A4 binding to myosin IIA peptide; P26447; S100A4/TAMRA-MyoIIA peptide fluorescence polarization; inhibition, % at 10.7 µM; 360,000 tested, 0.14% active;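 active = mean inhibition of at least 70% across replicates, with every replicate also reaching that level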
Target sequence (P26447 whole entry, looked up): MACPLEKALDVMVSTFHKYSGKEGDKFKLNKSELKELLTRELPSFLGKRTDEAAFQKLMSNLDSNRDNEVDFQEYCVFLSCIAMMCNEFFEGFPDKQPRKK
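Compound dosing: one dose per compound; test system: human S100A4 monomer with TAMRA-labelled myosin IIA peptide; probe or stimulus: TAMRA-labelled myosin IIA heavy-chain peptide probe, 5 nM; medium: HEPES buffer with Ca2+, pH 7.2; schedule: 5 min incubation before reading; benchmarks: neutral control DMSO, positive control TFP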
SIRT5 block: inhibitors of human sirtuin-5 desuccinylase | Q9NXA8 | Purified SirT5, succinyl-peptide AMC, trypsin-coupled fluorescence | inhibition, % at 15 µM | 330,000 tested, 1.1% active | AID 652115; in the data active = inhibition above about 15%
Target sequence (Q9NXA8 whole entry, looked up): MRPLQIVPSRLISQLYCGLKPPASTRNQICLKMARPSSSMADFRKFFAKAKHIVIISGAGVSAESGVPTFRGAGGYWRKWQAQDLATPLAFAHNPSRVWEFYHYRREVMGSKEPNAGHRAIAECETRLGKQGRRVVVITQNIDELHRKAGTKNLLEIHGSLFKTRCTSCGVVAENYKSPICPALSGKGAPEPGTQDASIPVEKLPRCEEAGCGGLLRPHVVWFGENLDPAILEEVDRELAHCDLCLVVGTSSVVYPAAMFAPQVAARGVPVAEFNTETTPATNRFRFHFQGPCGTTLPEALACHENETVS
FN deposit inh: fibronectin deposition inhibition; AH1F fibroblasts, Alexa488-fibronectin deposition fluorescence, overnight; inhibition, % at 12.6 µM; 350,000 tested, 0.086% active; AID 743247;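 active = mean inhibition across replicates of 30% or more, regardless of how many single replicates reach that level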;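 note: positive control wells lacked labelled fibronectin entirely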
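test system = AH1F fibroblasts assembling fluorescent fibronectin matrix | quantity = 10000 AH1F cells per well | buffer or medium = DMEM plus 2% serum, read in PBS | doses = single dose, pinned | incubation = 1 h cell attachment, overnight exposure to compound and label | detection = fluorescence at 485 nm excitation, 525 nm emission | read-out basis = inhibition from reduced deposited-fibronectin fluorescence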
LGR2 antag: blocks bursicon-induced cAMP signaling via Drosophila LGR2. HEK293 LGR2, CRE-luciferase, bursicon-stimulated, 4 h. inhibition, % at 9.99 µM. 380,000 tested, 0.35% active. AID 720647;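 active = drop in luminescence signal, shown as inhibition above about 50% in the replicate tests, limit read from the data, passing the limit was not always enough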;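 note: agonist challenge used bursicon conditioned medium at about half maximal strength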
CASP6 VEID inh: blocks human caspase-6 cleavage activity; purified caspase-6, Z-VEID-R110 cleavage fluorescence; P55212; 350,000 tested, 0.53% active; inhibition, % at 12.5 µM;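 active = mean inhibition across replicates at least about 35%, with every replicate also reaching that limit, limit read from the data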;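 note: 0% = median of neutral control wells and 100% = no fluorescence left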
Target sequence (P55212 24-179 limits assumed): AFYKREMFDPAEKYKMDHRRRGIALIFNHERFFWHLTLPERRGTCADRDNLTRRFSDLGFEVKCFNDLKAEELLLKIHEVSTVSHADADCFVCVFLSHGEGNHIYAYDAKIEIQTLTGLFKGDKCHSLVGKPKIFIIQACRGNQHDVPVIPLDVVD
Target sequence (P55212 194-293 limits assumed): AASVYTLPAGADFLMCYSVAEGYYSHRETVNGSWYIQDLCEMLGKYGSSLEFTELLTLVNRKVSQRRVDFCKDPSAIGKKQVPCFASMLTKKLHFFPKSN
esBAF inh: blocks esBAF chromatin remodeling in mouse ES cells | Bmi1-luciferase knock-in reporter, 24 h; 100% = twice the neutral-well signal | reporter increase, % at 12.5 µM | 350,000 tested, 2% active | AID 602393; in the data active = activation above about 40%;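 note: 0% = median of the plate's neutral control wells and 100% = double that signal; a rise in the Bmi1 reporter signal indicates esBAF inhibition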
C2C12 statin: suppression of simvastatin myotoxicity | C2C12 myotubes + simvastatin, ATP luminescence, 48 h; scaled: DMSO 0, geranylgeraniol control 100 | rescue of ATP level, % at 7.49 µM | 330,000 tested, 0.78% active;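 active = mean ATP rescue above about 67%, or every replicate alone reaching that limit, limit read from the data, passing the limit was not always enough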;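 note: myotubes were challenged with 10 µM simvastatin during compound exposure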
* = called active by the depositor; x = no result given; & = joins results of further samples. This is a subset. The share of hits here may be higher or lower than overall.

Molecule | S100A4 MyoIIA | SIRT5 block | FN deposit inh | LGR2 antag | CASP6 VEID inh | esBAF inh | C2C12 statin
C[C@@H]1CN([C@H](C)CO)C(=O)Cc2cc(NC(=O)Cn3cnnn3)ccc2O[C@H]1CN(C)S(=O)(=O)c1ccc(F)cc1 | -3 | -2 | x | 16 | 3 | 1 | 28
Cc1cccc(NC(=O)C2CCN(S(=O)(=O)c3ccc4ccccc4c3)CC2)n1 | -3 | -4 | 5 | 24 | 2 | 5 | 6
CCOC(=O)C1=CN(Cc2cccc(Br)c2)S(=O)(=O)N(CC)C1C (configuration not stated) | -2 | -9 | 4 | -6 | 1 | -9 | 8
CC(C)NC(=O)Nc1ccc2c(c1)C(=O)N(C)[C@@H]1CC[C@H](CC(=O)NCC(F)(F)F)O[C@H]1CO2 | x | x | -19 | 14 | x | -6 | 3
COc1ccccc1N1CCN(C2CCCN(C(=O)CN3CCCC3=O)C2)CC1 (configuration not stated) | 0 | -3 | 5 | -16 | -2 | 0 | 2
CCCC(=O)Nc1ccccc1Sc1ncnc2scc(-c3ccccc3)c12 | x | x | x | -9 | x | 12 | 24
COc1ccccc1CNCc1ccc2c(c1)OCO2 | 1 | 3 | -10 | -2 | -6 | -17 | -7
COc1ccc(S(=O)(=O)N(C)C[C@@H]2Oc3ccc(NC(=O)Nc4cccc5ccccc45)cc3CC(=O)N([C@H](C)CO)C[C@H]2C)cc1 | 4 | 6 | 0 | 5 | 2 | 0 | -22
CC1(C)CC(=O)C(N=Nc2ccc(-c3ccccc3)cc2)=C(O)C1 | -1 | -3 | -5 | -55 | 1 | x | x
CCc1ccc(C(=O)C(C)OC(=O)Cc2n[nH]c(=O)c3ccccc23)cc1 (configuration not stated) | 2 | -1 | 6 | 14 | 7 | x | x
S=C(NCc1ccccc1)NN1CCOCC1 | 0 | -4 | 6 | x | -2 | x | x
C/C(=N\NC(=O)c1nnn(-c2nonc2N)c1C(C)C)c1cc(C)sc1C | 1 | 1 | 5 | 4 | 3 | 6 | -38
O=S(=O)(CCNCc1ccco1)NCc1ccccc1 | -14 | -6 | 3 | -5 | 1 | 2 | 10
CCC(=O)N(CCC1(c2ccccc2OC)CCOC(C(C)C)C1)Cc1ccco1 (configuration not stated) | 6 | -3 | -5 | 15 | 5 | -4 | -6
S=C(NNC(=S)Nc1ccccc1)Nc1ccccc1 | 3 | -3 | -6 | -60 | x | 36 | -23
COc1ccc(NC(=O)Nc2ccc3c(c2)CC(=O)N([C@H](C)CO)C[C@@H](C)[C@@H](CN(C)Cc2ccc(-c4ccccc4)cc2)O3)cc1 | 9 | 10 | x | -38 | -2 | -3 | -230

Of the compounds above, these contain a furan ring, fused or not.
Molecule | S100A4 MyoIIA | SIRT5 block | FN deposit inh | LGR2 antag | CASP6 VEID inh | esBAF inh | C2C12 statin
O=S(=O)(CCNCc1ccco1)NCc1ccccc1 | -14 | -6 | 3 | -5 | 1 | 2 | 10
CCC(=O)N(CCC1(c2ccccc2OC)CCOC(C(C)C)C1)Cc1ccco1 (configuration not stated) | 6 | -3 | -5 | 15 | 5 | -4 | -6

Later entries
Molecule | S100A4 MyoIIA | SIRT5 block | FN deposit inh | LGR2 antag | CASP6 VEID inh | esBAF inh | C2C12 statin
O=C(Nc1c(C(=O)O)[nH]c2ccccc12)NC1CCCCC1 | -6 | x | -1 | x | x | 11 | 1
CN(c1ccccc1)S(=O)(=O)c1ccc(C(=O)N2CCN(c3ccccc3F)CC2)cc1 | 7 | -1 | 1 | 19 | 1 | -3 | 16
C[C@H](CO)N1C[C@H](C)[C@@H](CN(C)C(=O)CCCN(C)C)OCCCC[C@H](C)Oc2ccc(NC(=O)C3CCCCC3)cc2C1=O | 6 | -1 | x | 9 | 0 | 2 | x
Clc1ccccc1Cc1noc(CN2CCSCC2)n1 | -9 | 3 | -24 | -19 | 1 | x | x
COc1cc(C(O)c2nc(-c3cccc(C(C)C)c3)cs2)ccc1F (configuration not stated) | 3 | x | 0 | -5 | 1 | 5 | -61
CCC[C@@H]1CCCO[C@@](C(=O)NCCN2CCOCC2)(C(F)(F)F)C1 | -3 | x | -3 | 10 | 0 | 3 | -13
OCC[C@@H]1C[C@H](O)[C@@H](O)[C@@]2(OCc3cc(C(F)(F)F)ccc32)O1 | -1 | -8 | 9 | 14 | -1 | -8 | 4
COCCn1c(SCC(=O)NC2CC2)nnc1-c1ccc(Cl)cc1 | 3 | 0 | 0 | -8 | -1 | -7 | 3

Among those listed so far, 2 have an NH in an aromatic ring.
Molecule | S100A4 MyoIIA | SIRT5 block | FN deposit inh | LGR2 antag | CASP6 VEID inh | esBAF inh | C2C12 statin
CCc1ccc(C(=O)C(C)OC(=O)Cc2n[nH]c(=O)c3ccccc23)cc1 (configuration not stated) | 2 | -1 | 6 | 14 | 7 | x | x
O=C(Nc1c(C(=O)O)[nH]c2ccccc12)NC1CCCCC1 | -6 | x | -1 | x | x | 11 | 1

Next compounds.
Molecule | S100A4 MyoIIA | SIRT5 block | FN deposit inh | LGR2 antag | CASP6 VEID inh | esBAF inh | C2C12 statin
Cc1ccc2c(C)nc(Nc3nc(CSc4nc5ccccc5s4)cc(=O)[nH]3)nc2c1 | -13 | -2 | -3 | -6 | 0 | -7 | -4
Cc1cc(C)cc(NC(=O)CSc2nc3[nH]ncc3c(=O)[nH]2)c1 | -2 | -2 | 1 | 4 | 1 | x | x
Cc1ccc(S(=O)(=O)Nc2ccc3c(c2)C(=O)N([C@@H](C)CO)C[C@H](C)[C@@H](CN(C)C(=O)NC(C)C)O3)cc1 | 15 | x | x | -14 | x | 0 | 6
CC(=O)c1c(C)[nH]c(C(=O)OCc2ccccc2)c1C | -5 | -1 | 3 | -54 | -1 | 40* | x
C/C(=N\NC(=O)c1c(C)nc2ccccn12)c1ccc(O)cc1O | -4 | -3 | 10 | 12 | 1 | x | x
C[C@H]1CN([C@@H](C)CO)C(=O)CCCn2cc(nn2)CO[C@@H]1CN(C)C(=O)Nc1cccc(F)c1 | -11&3 | -2&-11 | 4&10 | 10&3 | -1&-3 | 4&0&3 | -4&-10&4
C[C@H](CO)N1C[C@H](C)[C@H](CN(C)Cc2ccc3c(c2)OCO3)Oc2ccc(NC(=O)Nc3ccccc3)cc2CC1=O | 0 | 2 | x | 8 | 1 | -13 | -51
CCC(=O)N1C[C@H](C)[C@@H](OC)CN(C)C(=O)c2ccc(NC(=O)Nc3ccccc3)cc2OC[C@H]1C | 124* | 5 | -20 | 6 | 0 | 2 | -7
COc1ccc(-c2ccc([C@H]3[C@H]4CN(C(=O)NC(C)C)CC(=O)N4[C@H]3CO)cc2)cc1 | 31 | 2 | x | 2 | 4 | x | x
CCCNC(=O)C1(C)CCCN(C(=O)c2oc3ccccc3c2C)C1 (configuration not stated) | -4 | x | x | -11 | 0 | 10 | 11
C=CCn1c(SCC(=O)Nc2ccc3c(c2)OCO3)nnc1-c1ccccc1O | x | x | -3 | 17 | x | -2 | 2
C=CCSC(CC)(CC)C(N)=O | -2 | -2 | 2 | -21 | -1 | -6 | 13
CCC(C)(C)NC(=O)C(c1cccc(OC)c1OC)N(CCOC)C(=O)CCC(=O)Nc1cc(C)on1 (configuration not stated) | -2 | -1 | 17 | 3 | 2 | -3 | -3
c1ccc2sc(C3CCN(Cc4nnnn4Cc4ccc5c(c4)OCO5)CC3)nc2c1 | x | x | 1 | x | x | 8 | -5
Cc1ccc(-c2ccc3c(c2)O[C@@H](CN(C)C(=O)Nc2ccccc2)[C@@H](C)CN([C@H](C)CO)S3(=O)=O)cc1 | -3 | 5 | 5 | 9 | -1 | -6 | 10
C[C@@H]1CN([C@H](C)CO)C(=O)c2cc(NC(=O)NC3CCCCC3)ccc2O[C@@H](C)CCCCO[C@@H]1CN(C)C(=O)NC1CCCCC1 | 9 | 4 | 0 | -11 | 2 | 1 | x
CC1(C)N=C(C(=O)c2ccccc2)N(O)C1(C)O (configuration not stated) | x | x | 2 | x | x | -12 | -9
O=C(Nc1nc(-c2cccs2)c(-c2cccs2)s1)C1CCCC1 | 12 | x | -5 | x | -2 | x | x
COc1ccc(NC(=O)CCNC(=O)c2ccco2)c(OC)c1 | 2 | 1 | 1 | 6 | -1 | 2 | -21
O=C(CSc1ccc(Cl)cc1)N1CCN(c2ccc(Cl)cc2[N+](=O)[O-])CC1 | -3 | 2 | x | 3 | -1 | -5 | 5
N=C1C(c2ccccc2)=C(O)CN1c1cccc(S(=O)(=O)Nc2cccc(C(F)(F)F)c2)c1 | x | x | -3 | 16 | x | 2 | 14
COc1cccc(NS(=O)(=O)c2ccc(NC(C)=O)cc2)c1 | -4 | -4 | -8 | -16 | 1 | -11 | 20
C[C@H](CO)N1C[C@H](C)[C@@H](CN(C)C(=O)Nc2ccc(F)cc2)OCCCC[C@H](C)Oc2ccc(NC(=O)c3ccncc3)cc2C1=O | 8 | -2 | 4 | -11 | 2 | -3 | x
O=C(Oc1ccccc1)c1ccc2c(c1)C(=O)N(Cc1ccncc1)C2=O | 0 | -3 | 0 | 8 | -2 | -7 | 8
NC(N)=NCCC[C@H](NC(=O)OCc1ccccc1)C(=O)O | 1 | -4 | -21 | 0 | -2 | -6 | 5
Cc1cccc(OCc2nnc(SCC(=O)O)n2Cc2ccccc2)c1 | -1 | -2 | x | -2 | x | -3 | 13
C[C@H](CO)N1C[C@H](C)[C@H](CN(C)Cc2ccc(C(=O)O)cc2)Oc2ccc(NC(=O)Nc3cccc4ccccc34)cc2CC1=O | -8 | -1 | -2 | 11 | 7 | -1 | 6
CN1CCN(C(=O)C[C@H]2C[C@H]3c4cc(NC(=O)C5CCC5)ccc4O[C@H]3[C@H](CO)O2)CC1 | -7 | -3 | x | -7 | -2 | 1 | 6
CCCNC(=O)N1[C@@H]2CNC[C@H]1C2c1ccc(-c2ccccc2)cc1 (some centres not stated) | -16&27 | -1&0 | -7&0 | 11&-13 | 0&1 | x | x
COc1ccccc1NC(=O)N1CCCCN2[C@@H](CO)[C@@H](c3ccc(-c4ccccc4)cc3)[C@@H]2C1 | -8 | 1 | x | x | 0 | x | x
O=C(C[C@@H]1C=C[C@@H](NC(=O)C2CC2)[C@H](CO)O1)NCCCN1CCOCC1 | 7 | 5 | x | -6 | 5 | -6 | -5
COc1ccc(-c2csc(NC(=O)C3CC(=O)N(Cc4ccccc4)C3)n2)cc1OC (configuration not stated) | 2 | 2 | x | -1 | -1 | -1 | 15

At a glance, part of the list above.
Molecule | S100A4 MyoIIA | SIRT5 block | FN deposit inh | LGR2 antag | CASP6 VEID inh | esBAF inh | C2C12 statin
CN1CCN(C(=O)C[C@H]2C[C@H]3c4cc(NC(=O)C5CCC5)ccc4O[C@H]3[C@H](CO)O2)CC1 | -7 | -3 | x | -7 | -2 | 1 | 6
CCCNC(=O)N1[C@@H]2CNC[C@H]1C2c1ccc(-c2ccccc2)cc1 (some centres not stated) | -16&27 | -1&0 | -7&0 | 11&-13 | 0&1 | x | x
COc1ccccc1NC(=O)N1CCCCN2[C@@H](CO)[C@@H](c3ccc(-c4ccccc4)cc3)[C@@H]2C1 | -8 | 1 | x | x | 0 | x | x
O=C(C[C@@H]1C=C[C@@H](NC(=O)C2CC2)[C@H](CO)O1)NCCCN1CCOCC1 | 7 | 5 | x | -6 | 5 | -6 | -5
COc1ccc(-c2csc(NC(=O)C3CC(=O)N(Cc4ccccc4)C3)n2)cc1OC (configuration not stated) | 2 | 2 | x | -1 | -1 | -1 | 15
